Screening results: PubChem, several laboratories
TbMetRS inhib = T. brucei MetRS inhibitors, primary screen, biochemical, luminescence | 360,000 tested, 0.4% active | inhibition, % at 11.9 µM | purified T. brucei MetRS, ATP depletion, Kinase-Glo luminescence | methionyl-tRNA synthetase (Trypanosoma brucei brucei);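 active = inhibition above a per-plate cutoff of the control wells' mean inhibition plus 3 SD, cut at about 5.5% in these data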;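 also: 0% = DMSO wells median and 100% = median of wells with control inhibitor compound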
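Measured by: Kinase-Glo luciferase luminescence reporting remaining unconsumed ATP. Material: purified T. brucei MetRS enzyme. Doses: 11.9 µM compound single dose, 0.9% DMSO. Medium: HEPES buffer containing pyrophosphatase, BSA, spermine, DTT. Times: 15 min preincubation, 2 h reaction, all 25 °C. Reagent: methionine, ATP and bulk E. coli tRNA.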
MsrA act = bovine MsrA enzyme activators, primary screen, biochemical, absorbance, HTS; purified bovine MsrA, absorbance read-out; Methionine sulfoxide reductase A (Bos taurus); activation, % at 10.6 µM; 360,000 tested, 0.3% active; in the data active = activation above about 7.5%;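 also: 0% = vehicle and 100% = reference activator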
Neddylation inh = inhibitors of cullin neddylation, primary screen, biochemical, TR-FRET, uHTS, NAE and Ubc12. NEDD8-conjugating enzyme Ubc12 (Homo sapiens) + NEDD8-activating enzyme E1 regulatory …. calls only at 25 µM. 360,000 tested, 0.58% active. AID 651699, 2012; in the data active = inhibition above about 36%
eLon inh = inhibitors of E. coli Lon protease, primary screen, biochemical, fluorescence polarization; 360,000 tested, 0.42% active; purified E. coli Lon protease; P0A9M0; inhibition, % at 7.94 µM; AID 602123, 2011; in the data active = inhibition above about 13%, passing the limit was not always enough;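 also: 0% = enzyme with probe and DMSO and 100% = no enzyme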
MsrA inh = bovine MsrA enzyme inhibitors, primary screen, biochemical, absorbance, HTS; Methionine sulfoxide reductase A (Bos taurus); purified bovine MsrA, absorbance read-out; inhibition, % at 15.5 µM; 360,000 tested, 0.75% active; in the data active = inhibition above about 4.5%;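 also: 0% = vehicle wells with enzyme and 100% = reference inhibitor wells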
CSN inh = inhibitors of CSN-mediated cullin deneddylation, primary screen, biochemical, fluorescence polarization, uHTS; COP9 signalosome complex subunit 5 (Homo sapiens), Q92905; inhibition, % at 12.5 µM; 360,000 tested, 0.38% active; Purified CSN, SCF-Nedd8-OG deneddylation; AID 651999, 2013;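 active = pattern-corrected inhibition above about 35%, with an unprinted fluorescence ratio check between 0.5 and 1.5, limit read from the data, passing the limit was not always enough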;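 also: 0% = enzyme with substrate and 100% = substrate without enzyme; some results filed as inactive read as strong as hits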
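Material: purified human Csn5 enzyme expressed in HEK293T cells / Medium: Tris buffer pH 7.5, NaCl, DTT, Tween-20, trehalose, ovalbumin / Compound dosing: 12.5 µM single point / Schedule: 90 min incubation of compound, enzyme and substrate at room temperature / Signal: fluorescence polarization of the substrate / Control set: no-enzyme wells high, enzyme-with-substrate wells low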
Rin1 Abl inh = inhibitors of Rin1-Abl protein binding, primary screen, biochemical, TR-FRET | Tyrosine-protein kinase ABL1 (Homo sapiens) + Ras and Rab interactor 1 (Homo sapiens), … | inhibition, % at 7.35 µM | 360,000 tested, 0.4% active | AID 588664, 2011; in the data active = inhibition above about 5%, passing the limit was not always enough
FAS TE block = FAS thioesterase domain inhibitors, primary screen, biochemical, fluorescence intensity, uHTS. Fatty acid synthase (Homo sapiens), P49327. recombinant FAS-TE, OMFH fluorogenic substrate, fluorescence endpoint. inhibition, % at 15 µM. 360,000 tested, 0.67% active. AID 602261, 2012;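 active = compounds whose normalised, plate-corrected inhibition of enzyme fluorescence in the single-dose primary screen is 50% or more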;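 also: 0% = DMSO with enzyme and 100% = substrate without enzyme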
PABP1 MLLE inh = inhibitors of PABP1 MLLE–PAM2 peptide binding, primary screen, biochemical, fluorescence polarization, FITC-PAM2, GST-MLLE; Polyadenylate-binding protein 1 (Homo sapiens), P11940; inhibition, % at 20 µM; 360,000 tested, 0.36% active; AID 588489, 2011; in the data active = inhibition above about 35%, passing the limit was not always enough;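 also: plate controls were DMSO wells with GST-MLLE for no effect and wells lacking GST-MLLE protein for full effect; some results filed as inactive read as strong as hits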
Starred values were filed as active, the others as inactive; i = inactive; nt = not tested or not shown.

SMILES	TbMetRS inhib	MsrA act	Neddylation inh	eLon inh	MsrA inh	CSN inh	Rin1 Abl inh	FAS TE block	PABP1 MLLE inh
COc1cccc(C(=O)Nc2ccc(NC(C)=O)cn2)c1	-1.2	-2	i	0	0.6	-8	-1	1	1
CC(C)Sc1n[nH]c(=O)n1-c1ccccc1	0.2	-2	i	-3	0.2	-1	-3	-5	-18
COc1cccc(C(=O)NCC[N+](C)(C)C)c1	-0.1	-2	i	-1	0.1	-1	nt	-8	nt
O=C(CN1C(=O)S/C(=C\c2ccccc2F)C1=O)NC1C=CS(=O)(=O)C1 (configuration not stated)	-0.3	-2	i	3	2.4	-3	1	-2	24
CCN1C(=O)CSc2ccc(C(=O)NCCCN3CCOCC3)cc21	-0.1	-2	i	-4	1.5	-1	-2	-6	4
CCCOc1ccccc1C1NC(=O)NC(C)=C1C(=O)OCCOC (configuration not stated)	-0.3	1	i	5	0.3	0	-3	-9	-9
COc1ccc(CNCC(O)(c2ccc(Cl)cc2)c2ccc(Cl)cc2)cc1OC	-1.3	-10	i	-5	0.1	3	-3	22	-22
S=C(NCCc1ccccc1)Nc1ncccn1	-0.2	-10	i	0	0.6	4	3	2	-6
Cc1ccc(NC(=O)OCCN2CCN(Cc3ccccc3)CCC2=O)cc1	-0.2	1	i	-5	-0.3	1	0	-8	-13
C[C@H]1CN([C@@H](C)CO)C(=O)c2cc(Br)cnc2O[C@@H]1CN(C)C(=O)CN(C)C	-1.5	2	i	-1	-1.3	2	-3	-6	6
N=C1c2ccccc2-c2ccccc21	-0.2	1	i	-4	0.2	-1	1	0	-1
CCc1nn(C(C)C(=O)N(C)Cc2ccccc2)c(=O)c2cc3occc3n12 (configuration not stated)	-0.3	1	i	-1	0.1	2	-7	-2	18
Cc1ccc(CSCCNS(=O)(=O)c2ccc([N+](=O)[O-])cc2)cc1	-0.1	-2	i	-19	0.4	0	-1	33	-9
Cc1ccc(OCC(=O)NCC(=O)n2nc(C)cc2C)cc1	0.2	-3	i	-8	1.6	-4	2	-3	-9
O=C(Nc1c(Cl)cccc1Cl)C1CCC1	-0.9	-8	i	0	-0.9	-4	-1	-5	-6
CCN(CC)C(=O)C(=O)c1ccn(-c2c(C)csc2C(=O)OC)c1	-1.0	-10	i	-4	0.1	2	0	-14	-3
CCSC1=N/C(=C\c2ccc(C(=O)O)cc2)C(=O)S1	0.1	-4	i	-9	0.8	6	1	-4	9
COc1cc(/C=N/NC(=O)c2cccc3ccccc23)cc(OC)c1OC	-0.3	-3	i	2	-0.6	2	-2	2	-1
CCOC(=O)C1CC2=C(CCCC2=O)N(Cc2ccccc2)C1=O (configuration not stated)	0.2	-2	i	1	-0.1	-4	1	-6	7
CCc1cccc(CC)c1N(COC)C(=O)Cn1c(CO)nc2ccccc21	-1.2	-3	i	3	0.0	-4	3	-8	14
CCOC(=O)/C(=N\Nc1cc(Cl)ccc1Cl)N1CCOCC1	-1.0	-10	i	4	-0.5	-7	0	16	-9
COc1ccc(/C=N/n2c(SC)nnc2-c2ccccc2)c(OC)c1OC	0.8	0	i	-6	0.7	3	1	2	4
CC(=Nc1ccccc1)C1=C(O)CCCC1=O	-0.5	0	i	-13	0.7	-1	1	-6	-2
COc1ccc(NC(=O)N2CC(C)OC(C)C2)cc1OC (configuration not stated)	-0.2	-3	i	-8	-0.1	2	-1	-10	7
Cc1nc(SCC(=O)N(CC(C)C)C2CCS(=O)(=O)C2)c2ccccc2n1 (configuration not stated)	-0.2	-3	i	-15	2.7	-4	-1	-6	33
CC(=O)NCC(=O)NC1CCCc2c1cnn2-c1ccccc1F (configuration not stated)	-0.5	-1	i	-19	-0.4	0	1	-6	-8
O=C(Nc1nnc(C2=COCCO2)o1)c1ccc(S(=O)(=O)N2CCCC2)cc1	-0.2	-3	i	-6	4.0	0	-1	-10	2
COc1ccc(C(=O)NCC(C)NC(=O)c2ccc(OC)cc2)cc1 (configuration not stated)	-0.6	-3	i	-6	1.5	0	-5	-3	-9
S=C(NC1CCCCC1)N1CCN(c2ccccn2)CC1	-0.4	-4	i	4	0.2	-4	-2	-5	-150
COC(=O)C(NC(=O)c1ccccc1)=C1CCCCC1	-1.3	5	i	-5	1.7	5	2	-3	-1

Four compounds from above, sorted by formula weight, rising.
SMILES	TbMetRS inhib	MsrA act	Neddylation inh	eLon inh	MsrA inh	CSN inh	Rin1 Abl inh	FAS TE block	PABP1 MLLE inh
COc1cccc(C(=O)Nc2ccc(NC(C)=O)cn2)c1	-1.2	-2	i	0	0.6	-8	-1	1	1
CCOC(=O)C1CC2=C(CCCC2=O)N(Cc2ccccc2)C1=O (configuration not stated)	0.2	-2	i	1	-0.1	-4	1	-6	7
CCN1C(=O)CSc2ccc(C(=O)NCCCN3CCOCC3)cc21	-0.1	-2	i	-4	1.5	-1	-2	-6	4
COc1ccc(/C=N/n2c(SC)nnc2-c2ccccc2)c(OC)c1OC	0.8	0	i	-6	0.7	3	1	2	4

Next part.
SMILES	TbMetRS inhib	MsrA act	Neddylation inh	eLon inh	MsrA inh	CSN inh	Rin1 Abl inh	FAS TE block	PABP1 MLLE inh
Cc1ccc(S(=O)(=O)N(CC(=O)N/N=C/c2ccc(F)cc2)c2cccc3cccnc23)cc1	0.7	0	i	4	0.4	3	-3	-6	-12
CC(C)CNC(=O)CSc1nnc2ccccn12	-0.2	-4	i	-5	0.2	-3	-4	-5	10
O=C(CSc1nc2c(cnn2-c2ccc(F)cc2)c(=O)[nH]1)N1N=C(c2cccs2)CC1c1ccc(F)cc1 (configuration not stated)	0.0	-2	nt	-5	0.6	2	2	34	-24
COc1ccc(Cc2nc3ccc(C(=O)NCC4COCCO4)cc3o2)cc1 (configuration not stated)	-0.1	-10	i	-4	1.1	-6	7.8*	0	-4
N#C/C(=C\c1ccc(O)c(O)c1)C(=O)Nc1ccccc1	-0.5	-3	i	-36	1.2	5	5	5	-84
CCC(C)Nc1nc(-c2c[nH]c3ccccc23)cs1 (configuration not stated)	0.0	-2	i	-26	-0.7	3	1	-118	3
CC(C)=CCc1c(O)cc(O)c2c(=O)c(O[C@@H]3O[C@@H](C)[C@H](O)[C@@H](O)[C@H]3O)c(-c3ccc(O)cc3)oc12	1.3	-9	i	-1	nt	2	0	-1	5
CC(C)(C)OC(=O)NCCCC[C@H](NC(=O)[C@H](Cc1c[nH]c2ccccc12)NC(=O)OCc1ccccc1)C(=O)O	1.6	-1	i	-2	-0.5	-3	2	-1	1
COc1cc(OC)c(S(=O)(=O)NCc2cccnc2)cc1NC(C)=O	-0.6	-5	i	7	-0.7	2	2	-5	-9
O=C(C1=C(O)C(=O)N(CCCn2ccnc2)C1c1ccccc1)c1ccco1 (configuration not stated)	-0.6	-8	i	5	nt	-1	6	-5	3
COc1cccc(Nc2nnc(SCc3cc([N+](=O)[O-])cc4c3OCOC4)s2)c1	-2.0	-13	i	1	0.4	0	0	20	-43
CC[C@@H](CCC=C(C)C)C(=O)N(Cc1ccccc1)c1ccccc1	-0.7	-9	i	1	0.3	0	0	14	5
O=C(NNC(=O)c1ccc2nonc2c1)Nc1ccc(Cl)cc1	10*	-4	i	-1	0.2	-1	-1	27	-15
CCc1c(C)sc2nc3c(C(=O)N4CCOCC4)cc(C(=O)c4ccccc4O)cn3c(=O)c12	0.0	-1	i	-7	-0.1	-6	0	14	-3
CCOC(=O)/C=C1\NC(C)(C)Cc2cc(OC)c(O)cc21	-0.8	-6	i	-10	0.9	-1	-3	2	11
CC(=O)Nc1ccc2[nH]c(C)cc(=O)c2c1	-0.1	1	i	-1	0.8	1	0	-8	-10
c1csc(-c2csc3nc(CN4CCOCC4)nc(NCc4ccc5c(c4)OCO5)c23)c1	-1.2	-1	i	0	1.1	5	0	14	3
C/C(=N\NC(=O)c1cccnc1)c1c(O)cc(C)oc1=O	-0.8	-3	i	-12	0.1	-8	0	-13	-7
N#Cc1cccc(NC(=O)COC(=O)c2ccc[n+]([O-])c2)c1	-0.2	-2	i	-1	0.8	0	0	-4	-8
Cc1cc(C)cc(NC(=O)COC(=O)c2cc(C)oc2C)c1	-0.5	-3	i	3	0.6	0	1	9	7
CCOc1ccccc1CNS(=O)(=O)c1cc(-c2cc(C)no2)ccc1C	-0.2	-1	i	3	0.0	-4	0	17	6
O=C1c2ccccc2C(=O)N1CCOc1cccc(Br)c1	-0.3	-2	i	-5	-0.8	-2	1	26	-5
CCOc1cc(-c2nc(-c3ccccc3)c(-c3cc([N+](=O)[O-])ccc3C)[nH]2)ccc1O	0.5	-2	i	3	2.2	3	-2	35	4
CC(=O)c1ccc(S(=O)(=O)NCCC(=O)NCCc2c[nH]c3ccccc23)cc1	0.0	-3	i	-9	-0.1	1	0	0	1
CCn1c(=O)c(C(=O)NCc2ccc(Cl)cc2)c(O)c2ccccc21	-0.2	-2	i	2	1.0	4	0	21	-5
C/C(=N/NC(=O)c1cccc(N2CCCC2=O)c1)c1ccncc1	0.2	-4	i	-2	-1.5	2	2	-7	3
NC(=O)C(=O)N/N=C/c1c[nH]c2ccc(Br)cc12	1.2	-5	i	1	0.2	4	-3	-5	-1
COc1cc(NC(=O)C2CCN(S(=O)(=O)c3ccc4c(c3)CC(C)N4C(C)=O)CC2)cc(OC)c1OC (configuration not stated)	0.3	-3	i	-8	-0.3	-4	2	-1	1
CCn1cc(C(=O)N[C@@H](CCSC)C(=O)NCCOC)c(=O)c2cc3c(cc21)OCO3	0.1	-2	i	-4	1.2	-3	3	-5	6
CN(N)c1nc(-c2ccccc2)cc(-c2ccccc2)n1	-0.8	-4	i	4	1.1	6	-1	11	-2
CCn1c(Cc2ccccc2)nnc1SC(C)C(=O)NC1CC1 (configuration not stated)	-0.1	-3	i	9	0.1	-5	-2	-10	-10
O=S(=O)(NCC(c1cccnc1)N1CCN(c2ccccc2)CC1)c1cccs1 (configuration not stated)	-0.5	0	i	-6	1.0	4	1	-4	-3
COc1cc(S(=O)(=O)N2CC(=O)Nc3ccccc32)ccc1NC(C)=O	-0.1	-2	i	-7	-0.1	0	0	-11	19
CCNc1nc(Cl)nc(N(NC(C)=O)C(C)CC)n1 (configuration not stated)	-1.8	-10	i	-2	0.3	0	-2	1	4
CCCCC1=C(C(=O)OCC)C(C(=O)OCC)Oc2ccccc21 (configuration not stated)	-0.1	-1	i	-4	2.8	-6	2	16	2
CC(C)NC(=S)N=Nc1c(O)[nH]c2ccc([N+](=O)[O-])cc12	-0.7	-2	i	-3	1.8	3	2	16	38
COCCn1c(=NC(=O)C2COc3ccccc3O2)sc2cc(S(N)(=O)=O)ccc21 (configuration not stated)	0.4	2	i	-6	-0.6	-4	0	-1	-3
